Screening results as filed in PubChem.
TAG inh = reduces triacylglycerol accumulation in H9c2 cells; Nile Red lipid (TAG) fluorescence; cells loaded with 200 µM oleic acid; inhibition, % at 12.5 µM; 230,000 tested, 0.66% active;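 active = pattern-corrected inhibition of lipid staining of at least 50% with the nuclear-stain viability signal not falling by more than 50%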;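 note: 0% = DMSO wells and 100% = triacsin C control wells; some results filed as inactive read as strong as hits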
TAG inh DAPI viability = also measured in TAG inh; calls as there; DAPI nuclei signal change (viability), lower = more cytotoxic, %;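 whole-well DAPI fluorescence read on a plate reader as a viability signal; minus 50 percent equals half of cells still viable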
Numbers without * were called inactive. Some of the compounds tested. The share of hits here may be higher or lower than overall.

No.	smiles	TAG inh	TAG inh DAPI viability
1	O=c1c2ccccc2nc(SCc2cn3ccsc3n2)n1-c1ccccc1	12	7
2	Cc1ccc(S(=O)(=O)N(C)c2ccc3sc(C)nc3c2)cc1	-13	3
3	CCOc1ccccc1N1Cc2ccccc2C1	-13	9
4	COc1ccc(CCNC(=O)C2(C)CCC(=O)N2Cc2ccc3c(c2)OCO3)cc1OC (configuration not stated)	-19	4
5	Cc1sc2nc(SCC(=O)Nc3ccc(Cl)c(C(=O)O)c3)[nH]c(=O)c2c1C	-7	-4
6	O=C(NCc1ccco1)/C(=C/C=C/c1ccccc1)NC(=O)c1ccco1	-19	12
7	CC1(C(=O)Nc2ccc3c(c2)OCCO3)CCN1C(=O)CC1CCCC1 (configuration not stated)	-7	-3
8	CC(C)C(NS(=O)(=O)c1cccc2nsnc12)C(=O)N1CCc2ccccc2C1 (configuration not stated)	-1	-7
9	COc1ccc(N(C(=O)c2ccc(C)cc2)S(=O)(=O)c2cccs2)cc1	-7	3
10	CC1(C)CC(NC2C3CC4CC(C3)CC2C4)CC(C)(C)N1 (configuration not stated)	13	4
11	NS(=O)(=O)c1ccc(NC(=O)c2ccc(Cl)c(S(=O)(=O)NCc3ccco3)c2)cc1	1	6
12	COc1ccc2cc3cc(C(=O)NCCN4CCc5ccccc5C4)oc3nc2c1	19	77
13	CC(CCc1ccccc1)NC(=O)CNC(=O)c1cccs1 (configuration not stated)	-9	0
14	O=S(=O)(NC(=S)NC1CCCCC1)c1cccs1	2	-13
15	COc1ccccc1OCc1ccc(C(=O)NC(C)(C)C)o1	0	-3
16	CCCCn1nc(C(=O)N(CCOC)c2c(N)n(CCCC)c(=O)[nH]c2=O)c2ccccc2c1=O	6	11
17	COc1ccc(C(C)(O)c2nc(-c3ccc(OC)c(OC)c3)cs2)cc1 (configuration not stated)	-4	0
18	Cc1c(C(=O)NCc2ccc(Cl)c(Cl)c2)sc(=O)n1Cc1cccc(F)c1	-21	-4
19	O=C(COC(=O)Cc1n[nH]c(=O)c2ccccc12)NNC(=O)c1ccccc1	-6	-1
20	O=C(CN1C(=O)C2C3C=CC(C3)C2C1=O)NCc1ccc2c(c1)OCO2 (configuration not stated)	-5	5
21	CC(=O)c1cnc2cc(C)nn2c1C	-1	-6
22	CN1CCN(S(=O)(=O)c2cccc(C(=O)N(C)Cc3c(F)cccc3Cl)c2)CC1	-15	0
23	O=S(=O)(c1ccc(NC(=S)N/N=C/c2ccc(O)c(O)c2)cc1)N1CCOCC1	7	-2
24	CCN(CC)C(=O)c1sc2c(c1C)c(=O)n(-c1ccc(C)c(C)c1)c(=O)n2CC(=O)NCC1CCCO1 (configuration not stated)	15	-6
25	CCc1nc2c(OCc3ccc(F)c(F)c3)cccn2c1N(C)C(=O)C1CC1	-8	-2

Next results.
No.	smiles	TAG inh	TAG inh DAPI viability
26	COc1ccc(S(=O)(=O)N2CCC(C(N)=O)CC2)c2ccccc12	-21	-3
27	CCOCCCn1c(SCC(=O)Nc2ccc(C(N)=O)cc2)nc2ccccc2c1=O	-17	2
28	O=C(NCc1csc(-c2cccs2)n1)C1CCC1	3	2
29	Cc1ccc(S(=O)(=O)NN=C2CCCc3ccccc32)cc1	13	2
30	CC1CCCN(C(=O)c2cc(-c3ccco3)nc3ccccc23)C1 (configuration not stated)	-22	24
31	CCOC(=O)N1CCN(c2ccc(S(=O)(=O)N3CCOCC3)cn2)CC1	-12	-6
32	COc1cc(-c2nc(C)c(C(C)=O)n2O)ccc1OCC(=O)Nc1ccc(F)cc1	16	1
33	COc1ccc(C)cc1NC(=O)c1nnn(Cc2cccc(F)c2)c1N	-11	-4
34	COC(=O)C(O)(NC(=O)NC(C)=O)C(F)(F)F (configuration not stated)	-8	-8
35	CCOC(=O)C1CCCN(C(=O)c2cc(CN3C(=O)c4ccccc4C3=O)ccc2OC)C1 (configuration not stated)	5	4
36	CC(NC(=O)c1cccs1)c1ccc(Cl)cc1 (configuration not stated)	-5	0
37	COc1cc(CCCN2CCNC[C@@H]2Cc2ccccc2)cc(OC)c1OC	23	-6
38	COCCCNC(=O)c1c(N)n(/N=C/c2cccs2)c2nc3ccccc3nc12	39	154
39	COc1ccc(S(=O)(=O)Nc2cccc(S(=O)(=O)N3CCCC3)c2)cc1OC	-8	10
40	CCCCn1c(N)c(N(CC)C(=O)c2cc(OC)cc(OC)c2)c(=O)[nH]c1=O	-4	5
41	CCc1cccc(NC(=O)CCCCCC2NC(=O)NC2C)c1 (configuration not stated)	-9	-9
42	CCOc1ccc(C2/C(=C(/O)c3ccc(S(=O)(=O)N4CCCCC4)cc3)C(=O)C(=O)N2CCCOC)cc1OC (configuration not stated)	12	5
43	COc1ccc(N(C)C(=O)c2oc(=O)c3ccccc3c2-c2ccccc2)c(OC)c1	7	-11
44	Cc1nc2ccc(N=NN(C)C)cc2[nH]1	-1	-4
45	COc1ccc(NC(=O)C2(C)Cc3c(-c4ccc5c(c4)OCO5)ccnc3O2)cc1OC (configuration not stated)	-2	-1
46	CC(=O)c1c(C)[nH]c(C(=O)CSc2nnc(C)s2)c1C	-3	7
47	COc1ccccc1NC(C)C(=O)N/N=C/c1ccccc1OCc1cccc(Br)c1 (configuration not stated)	-8	-8
48	COC(=O)c1ccc(Nc2cc(C)nc3ccc(C)cc23)cc1	16	-5
49	O=C(Nc1ccc(F)cc1)OCCN1CCN(Cc2ccccc2)CCC1=O	2	4
50	COCOCCn1cc(CN2CCS(=O)(=O)N(Cc3ccc(-c4ccc(Cl)c(Cl)c4)cc3)C(C(C)C)C2=O)nn1 (configuration not stated)	-13	7

15 entries out of the list, sorted by formula weight, ascending:
No.	smiles	TAG inh	TAG inh DAPI viability
34	COC(=O)C(O)(NC(=O)NC(C)=O)C(F)(F)F (configuration not stated)	-8	-8
36	CC(NC(=O)c1cccs1)c1ccc(Cl)cc1 (configuration not stated)	-5	0
28	O=C(NCc1csc(-c2cccs2)n1)C1CCC1	3	2
48	COC(=O)c1ccc(Nc2cc(C)nc3ccc(C)cc23)cc1	16	-5
29	Cc1ccc(S(=O)(=O)NN=C2CCCc3ccccc32)cc1	13	2
41	CCc1cccc(NC(=O)CCCCCC2NC(=O)NC2C)c1 (configuration not stated)	-9	-9
33	COc1ccc(C)cc1NC(=O)c1nnn(Cc2cccc(F)c2)c1N	-11	-4
31	CCOC(=O)N1CCN(c2ccc(S(=O)(=O)N3CCOCC3)cn2)CC1	-12	-6
37	COc1cc(CCCN2CCNC[C@@H]2Cc2ccccc2)cc(OC)c1OC	23	-6
40	CCCCn1c(N)c(N(CC)C(=O)c2cc(OC)cc(OC)c2)c(=O)[nH]c1=O	-4	5
32	COc1cc(-c2nc(C)c(C(C)=O)n2O)ccc1OCC(=O)Nc1ccc(F)cc1	16	1
43	COc1ccc(N(C)C(=O)c2oc(=O)c3ccccc3c2-c2ccccc2)c(OC)c1	7	-11
27	CCOCCCn1c(SCC(=O)Nc2ccc(C(N)=O)cc2)nc2ccccc2c1=O	-17	2
47	COc1ccccc1NC(C)C(=O)N/N=C/c1ccccc1OCc1cccc(Br)c1 (configuration not stated)	-8	-8
50	COCOCCn1cc(CN2CCS(=O)(=O)N(Cc3ccc(-c4ccc(Cl)c(Cl)c4)cc3)C(C(C)C)C2=O)nn1 (configuration not stated)	-13	7

Going on with the list.
No.	smiles	TAG inh	TAG inh DAPI viability
51	CCCCN(C)C(=O)C1CCN(CCCc2ccccc2)CC1	3	12
52	COc1ccccc1C1NC(=O)NC(C)=C1C(=O)OC1CCC(C)CC1 (configuration not stated)	-1	0
53	CCC1NC(=O)c2cccnc2-n2c1nc1cc(F)ccc1c2=O (configuration not stated)	-4	2
54	CCOC(=O)N1CCN(C(=O)CN2C(=O)NC(C)(c3ccc4ccccc4c3)C2=O)CC1 (configuration not stated)	11	3
55	O=C(CSc1ccc(-c2ccccn2)nn1)Nc1ccc(F)cc1F	5	0
56	COc1ccc(C(=O)NC2CCN(C(=O)Nc3ccccc3Cl)CC2)cc1	5	-15
57	C=CCNC(=O)C(=O)c1c(-c2ccccc2)[nH]c2ccccc12	-9	4
58	Cc1occc1-c1nnc(SCC(=O)N2CCN(c3ccc(F)cc3)CC2)n1C	-9	-10
59	COc1cc(C(=O)NCCc2ccc(S(=O)(=O)N3CCCC3)cc2)cc(OC)c1OC	-8	12
60	CN(CC(=O)NC(=O)NC1CCCCC1)CC(=O)Nc1ccccc1C(F)(F)F	9	0
61	CC(C)(C)Nc1nc2cc([N+](=O)[O-])ccc2o1	-9	0
62	O=C(Cn1c(=O)n(Cc2ccco2)c(=O)c2ccccc21)Nc1cccc(Cl)c1	-5	3
63	COc1cc(/C=N/N=C2\CC3CCC2(C)C3(C)C)ccc1O (configuration not stated)	-13	7
64	COC(=O)C1=C(C)NC(C)=C(C(=O)OCC2CCCO2)C1c1cccc(Br)c1 (configuration not stated)	5	-4
65	CCc1ccc(/C=C2/SC(=S)N(CCC(=O)Nc3cccnc3)C2=O)cc1	-13	-2
66	Cc1cccc(NC(=O)CNC(=O)CCc2nc3sc4c(c3c(=O)[nH]2)CCCC4)c1C	-13	10
67	CCNc1nc(NCC)n2c(SCC(=O)Nc3ccc(CC)cc3)nnc2n1	4	4
68	CCCCC(=O)Nc1ccc(NC(=O)c2ccc([N+](=O)[O-])cc2Cl)cc1OC	4	-1
69	CCOC(=O)c1cnc(Cc2ccccc2)[nH]c1=O	4	-6
70	COc1ccc(Cn2nnnc2C(c2ccc3ncccc3c2)N2CCN(C3CCCCC3)CC2)cc1 (configuration not stated)	-16	6
71	Cc1cc(NC(=O)c2ccco2)sc1C	-14	1
72	C/C(=N/NC(=O)C1COc2ccccc2O1)c1ccc(Br)s1 (configuration not stated)	6	-9
73	CC(c1ccccc1)N(C)CC(=O)NC(=O)NCCC1=CCCCC1 (configuration not stated)	0	2
74	NC(=O)C1=C(N)c2ccccc2C1c1ccccc1 (configuration not stated)	-10	26
75	CC(C)(C)c1ccccc1NC(=O)Nc1nc(C(N)c2ccccc2Cl)cs1 (configuration not stated)	-10	-15

The listing continues.
No.	smiles	TAG inh	TAG inh DAPI viability
76	CN(C)S(=O)(=O)c1ccc(Cl)c(NC(=O)CN2C(=O)NC(C)(C3CC3)C2=O)c1 (configuration not stated)	-2	1
77	CCC(C)[C@H]1COCCS(=O)(=O)N1Cc1ccc(Br)cc1 (some centres not stated)	-19	-4
78	Cn1c(N)c(C(=O)COC(=O)c2ncc(Cl)c(Cl)c2Cl)c(=O)n(C)c1=O	5	-12
79	COc1cccc(NC(=O)NCc2ccccc2F)c1	-32	5
80	CC(C)CCN(C(=O)CNC(=O)c1ccco1)C(C(=O)NC1CCCCC1)c1ccco1 (configuration not stated)	3	2
81	O=C(c1cccc(S(=O)(=O)N2CCOCC2)c1)N1CCN(C/C=C/c2ccccc2)CC1	5	-13
82	CCN(CC)CCNC(=O)c1ccc(NC(=O)c2ccc(F)cc2)cc1	-1	0
83	CCOC(=O)CSc1cc(CS(=O)c2ccc(Cl)cc2)nc(-c2ccccc2)n1 (configuration not stated)	5	4
84	COc1cc(C2C(C(C)=O)=C(O)C(=O)N2CCN(C)C)ccc1O (configuration not stated)	4	1
85	Cc1ccc(SCC2CNc3nc4ccccc4c(=O)n32)c(C)c1 (configuration not stated)	26	-15
86	CCOc1ccccc1NC(=O)c1ccc(S(=O)(=O)N(C)c2ccccc2)cc1	-16	3
87	C=CCN1C(=O)C(Cc2ccc(F)cc2)S/C1=N/N=C/c1cccs1 (configuration not stated)	-6	-4
88	COC(=O)c1cn(NC(=O)Cn2nc([N+](=O)[O-])c(Cl)c2C)c(=O)c2ccccc12	-8	10
89	O=C(NCCc1nnc2ccc(NCc3ccccc3Cl)nn12)c1ccccc1	-1	6
90	COc1ccc(Cl)cc1NC(=O)CN(C)C(=O)c1ccc(COc2ccccc2)cc1	-57	8
91	CCc1ccc(-n2nc3cc(C)c(N)cc3n2)cc1	39	127
92	Cc1ccccc1OCCn1c(=O)oc2ccccc21	5	-20
93	Cc1ccc(Nc2c(-c3ccccc3O)nc3ncccn23)cc1	-11	6
94	COc1ccc(/C=N/N2C(=N)SCC2=O)cc1	0	-1
95	C=CCc1ccccc1Oc1cc(OC)nc(N)n1	-11	4
96	COc1cc(N)c(Cl)cc1C(=O)OCC(=O)c1ccc2c(c1)NC(=O)CO2	2	-2
97	Cc1ccc(-c2cnc3c(c2)C(=O)N([C@H](C)CO)C[C@H](C)[C@@H](CN(C)Cc2ccccc2F)O3)cc1	0	12
98	CCC(C)N1C(=O)CN(C2CCCCCC2)C(=O)C1c1ccccc1F (configuration not stated)	-3	-5
99	Cc1ccc(C(=O)C2=C(O)C(=O)N(Cc3cccnc3)C2c2cccc([N+](=O)[O-])c2)o1 (configuration not stated)	-5	-2
100	CC(=O)NC(c1ccccc1)c1nc(-c2ccc(F)c(Cl)c2)cs1 (configuration not stated)	-14	1

(list continues)
No.	smiles	TAG inh	TAG inh DAPI viability
101	COC(=O)c1c(NC(=O)CSc2nccn2C)sc(C)c1C	7	-9
102	Cc1cc(NC(=O)CSc2nc3ccccc3c(=O)n2C(C)c2ccccc2)no1 (configuration not stated)	-1	-2
103	CC(C)(C)c1ccc2c(c1)C(c1ccc3c(c1)OCO3)CC(=O)O2 (configuration not stated)	0	-4
104	CCOc1ccccc1N1CC(C(=O)Nc2nccs2)CC1=O (configuration not stated)	-13	8
105	CC1(C)Oc2ccc3ccc(=O)oc3c2[C@H](O)[C@H]1O	3	2
106	Cc1ccc(C)c(-n2c(SCC(=O)NCC3CCCO3)nnc2-c2ccoc2C)c1 (configuration not stated)	-9	-3
107	CCOc1cc(C)c(Cl)cc1S(=O)(=O)NCC1CCCO1 (configuration not stated)	-22	1
108	COc1ccc(/C=C2/SC(=O)N(CCNC(=O)C3CCCN3C(=O)c3cccs3)C2=O)cc1 (configuration not stated)	-18	12
109	CCN1CCN(S(=O)(=O)c2ccc(Cl)c(C(=O)N(CC)CC(=O)Nc3ccc(OC)cc3)c2)CC1	18	6
110	Cn1c(SCc2cc(=O)[nH]c(C(C)(C)C)n2)nnc1C(F)(F)F	6	-10
